ALOX12 inh: Primary qHTS assay for inhibitors of human arachidonate 12S-lipoxygenase (ALOX12): Round 2. Polyunsaturated fatty acid lipoxygenase ALOX12 (Homo sapiens), P18054. purified 12hLO, xylenol orange hydroperoxide absorbance. Potency, µM (highest dose often 108 µM), for inactives: at the top dose activity change, negative = inhibition, most hits filed as inhibitors. 580,000 tested, 1.1% active; active = well fitted inhibition curve with a large enough effect; inconclusive = small, poorly fitted or top-dose-only effect, or another doubt; inactive = no such curve, though single readings can be large or run the other way
Target sequence (P18054 whole entry, looked up): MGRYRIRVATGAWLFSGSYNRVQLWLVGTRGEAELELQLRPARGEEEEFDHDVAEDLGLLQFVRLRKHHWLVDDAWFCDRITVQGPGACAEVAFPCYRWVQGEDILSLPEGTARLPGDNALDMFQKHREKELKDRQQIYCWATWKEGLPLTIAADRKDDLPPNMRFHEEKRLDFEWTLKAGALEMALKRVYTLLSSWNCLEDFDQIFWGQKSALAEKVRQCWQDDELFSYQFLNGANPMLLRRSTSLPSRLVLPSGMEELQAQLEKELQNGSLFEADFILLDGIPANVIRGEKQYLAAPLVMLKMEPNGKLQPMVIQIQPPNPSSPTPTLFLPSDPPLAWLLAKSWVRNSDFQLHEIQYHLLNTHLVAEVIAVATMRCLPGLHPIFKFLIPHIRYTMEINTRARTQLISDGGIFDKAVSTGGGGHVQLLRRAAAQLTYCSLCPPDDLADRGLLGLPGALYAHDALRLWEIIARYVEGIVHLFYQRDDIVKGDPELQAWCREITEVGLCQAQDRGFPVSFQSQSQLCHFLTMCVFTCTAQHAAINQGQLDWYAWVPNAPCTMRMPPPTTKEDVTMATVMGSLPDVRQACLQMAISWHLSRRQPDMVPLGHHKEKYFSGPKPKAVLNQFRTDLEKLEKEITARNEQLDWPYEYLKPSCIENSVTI
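Purified human 12hLO at 150 nM in 25 mM Hepes, 0.01% Triton X-100, pH 7.0, preincubated 15 min at room temperature with compound. Reaction started with 40 uM arachidonic acid, 30 min at room temperature. Hydroperoxide measured by Fe-xylenol orange, 573/405 nm absorbance ratio.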
* hit, by the source's call; ? = inconclusive; [ ] = remark or other dose. % is scaled to controls: 0 for no effect and ±100 for the full control effect; potency is read from the fitted curve at half-maximal effect. A portion of the library (hit frequency here may not be typical).

Start of the data: the first 3 compounds as a preview:
SMILES	ALOX12 inh
Cc1ccc(-n2nc3n(c2=O)CCN(C(=O)C2CCCC2)C3)cc1	27.5%[176 µM]
CC(C)N1CCN(C(=O)c2cc3n(n2)CC(c2ccc(Br)cc2)OC3)CC1 (configuration not stated)	36.8%
CC(=O)N[C@@H]1Cc2ccccc2[C@H]1n1ccnc1-c1cc2n(n1)CCNC2	34.9%

Main list, repeating the preview:
SMILES	ALOX12 inh
Cc1ccc(-n2nc3n(c2=O)CCN(C(=O)C2CCCC2)C3)cc1	27.5%[176 µM]
CC(C)N1CCN(C(=O)c2cc3n(n2)CC(c2ccc(Br)cc2)OC3)CC1 (configuration not stated)	36.8%
CC(=O)N[C@@H]1Cc2ccccc2[C@H]1n1ccnc1-c1cc2n(n1)CCNC2	34.9%
CCOC(=O)N[C@H](C(=O)N1CCC[C@H]1C(=O)NCc1ccccc1)C(C)C	-4.7%
CN1CCN(Cc2cn3c(=O)n(C)cc(-c4cccc(N(C)C)c4)c3n2)CC1	2.0%[176 µM]
Cc1cc(C(=O)Nc2ccc([C@H]3OCC(=O)N(Cc4cccnc4)[C@@H]3CO)cc2)c(C)o1	-7.1%
O=C1CC2(CCN([S+](=O)([O-])c3cccc(C(F)(F)F)c3)CC2)Oc2cc(Cl)ccc21	20.3%
CC(=O)c1ccc(NC(=O)N2C[C@@H]3C[C@H](C2)c2ccc(NC(=O)c4cccs4)c(=O)n2C3)cc1	16.2%
COc1ccc(CNC(=O)NC2CCc3nnc(C4CC4)n3CC2)cc1 (configuration not stated)	-5.2%
CCOc1ccc(CN2CC[C@@](C)(O)[C@H](N3CCCC3)C2)cc1	69.4%[activator]
COc1cccc(CC(=O)N2CCCC(c3noc(COc4ccccc4)n3)C2)c1 (configuration not stated)	43.7%[activator]
COc1ccc(CN2CCOc3c(cc(-c4cccc(OC)n4)cc3OC)C2)c(O)c1	-5.0%
COCC(=O)N[C@H]1C[C@@H](CO)N(Cc2ccccc2Br)C1	18.1%
O=C1c2cnc(-c3cccc(O)c3)nc2OCCN1c1cccc(C(F)(F)F)c1	?
COCc1cn(C[C@H]2C[C@@H](NC(=O)c3ccccc3)[C@H](O)[C@@H]2O)nn1	?
COc1ccccc1-c1noc(CCC(=O)NCc2snnc2C)n1	39.8%[activator]
O=C(Cn1nc2c(cc1=O)CCCC2)NCCn1ccc2ccc(Cl)cc21	6.6%
CC(C)N1C(=O)CO[C@H](c2ccc(NC(=O)c3ccco3)cc2)[C@H]1CO	41.0%[activator][176 µM]
CCc1cccc(NC(=O)N2CCCC(c3noc(COc4ccccc4F)n3)C2)c1 (configuration not stated)	23.3%
Cc1cnn(CCC(=O)N2CCCn3ccnc3C2c2cnn(C)c2)c1 (configuration not stated)	9.1%
CCn1c(CN(C)C)nnc1C1CCN(C(=O)c2cnn3ccccc23)CC1	?
Cc1cc(C)c(S(=O)(=O)N2CC(c3nc(-c4ccncc4)no3)C2)cc1C	19.7%
Cc1ccc(-c2nc(C(=O)NCCc3ccc(S(N)(=O)=O)cc3)no2)cc1	2.4%
O=C1NCc2ccccc2CC12CCN(CC1CCCCC1)C2 (configuration not stated)	17.7%[6.33 µM]
O=C(Cc1cccc(Cl)c1)N[C@@H]1CN(c2ncccn2)C[C@H]1CO	-6.2%
SMILES	ALOX12 inh
Cc1cnc(C(=O)N2CCC3(CC2)c2[nH]c4ccccc4c2CCN3C)cn1	26.8%
CC(C)C[C@H](NC(=O)c1nccs1)C(=O)N1CCC[C@H]1C(=O)NCc1ccccc1	0.8%
CCOC(=O)c1ccc(NC(=O)Cn2cccc2-c2nc(-c3ccc(OC)c(F)c3)no2)cc1	1.9%
COc1ccc(C(=O)N2CCCCCCN(C)C(=O)[C@@H]3CCC[C@@H]32)cc1F	5.0%
O=C(c1ccc(F)cc1)N1CCC(Oc2ccccc2)C1 (configuration not stated)	10.4%
FC(F)(F)c1cccc(C2=NOC3(CCCN(Cc4ccccn4)C3)C2)c1 (configuration not stated)	3.1%[6.33 µM]
NC(=O)[C@H](Cc1ccc(O)cc1)NC(=O)C1=C[C@@H](NC(=O)c2cccnc2)[C@@H](O)[C@H](O)C1	12.3%
O=C(N[C@H](C(=O)N1CCC[C@H]1C(=O)NCCc1ccccc1Cl)c1ccccc1)c1ccc(Cl)c(Cl)c1	-2.6%
Cc1nc(C)c(CC(=O)N2CCOc3ccc(CN4CCN(c5ccccn5)CC4)cc3C2)s1	30.5%[activator]
N#Cc1ccc(CN2CCn3c(nn(-c4ccc(C(F)(F)F)cc4)c3=O)C2)cc1	-0.1%[6.33 µM]
Cc1ccc(NC(=O)N2CCCCCCNC(=O)CC2c2ccccc2)cc1C (configuration not stated)	18.9%
O=C(Cc1ccccc1)N1CCC(c2n[nH]c(=O)n2-c2ccccc2)CC1	6.9%
Cc1nonc1CC(=O)N1C[C@@H](NS(=O)(=O)N(C)C)[C@H](C(C)C)C1	32.9%[activator]
Cc1ccccc1CNC(=O)CCC[C@H]1NC[C@@H]2C[C@H]1CN(Cc1ccccc1)C2	?
O=C(NCc1ccco1)C1CC(c2ccccc2)CN(C(=O)c2ccc(F)cc2)C1 (configuration not stated)	?
Cn1c(CO[C@H]2CN(S(=O)(=O)Cc3ccccc3)C[C@H]2F)nc2ccccc21	1.4%[176 µM]
CC(C)c1ccc(CC(=O)N2CCCc3ncc(C(=O)N4CCCC[C@@H]4c4ccccc4)cc32)cc1	-5.4%
CN1c2cc(C(=O)Nc3cccc(OC(F)(F)F)c3)ccc2C(=O)N2CCCC21 (configuration not stated)	-20.9%
CC(C)CN[C@H]1[C@H](O)[C@@H](N2CCC(Cc3ccccc3)CC2)[C@@H]2OC[C@H]1O2	12.1%[176 µM]
O=C(CCC1CCN(C(=O)c2ccccc2)CC1)N1CCOCC1	5.9%
Cc1cn2nc(-c3nc(C4CCCN(C(=O)Cc5ccc(F)cc5)C4)no3)cc2c(=O)[nH]1 (configuration not stated)	55.4%[activator]
O=C1NCCOCCN(C(=O)c2nccc3ccccc23)[C@H]2CCC[C@@H]12	5.6%
O=C(CC1C=CS(=O)(=O)C1)N1CCn2nc(Cc3ccccc3)cc2C1 (configuration not stated)	-11.9%
CC(C)c1cccc(NC(=O)Cn2cccc2-c2nc(-c3ccc4c(c3)OCO4)no2)c1	1.0%
CCCC[C@H](N)C(=O)N1CCC2(CC1)CC(=O)N(Cc1cc(F)cc(F)c1)C2	4.7%

3 compounds out of the list, arranged by heavy-atom count, smallest number first.
SMILES	ALOX12 inh
Cc1nonc1CC(=O)N1C[C@@H](NS(=O)(=O)N(C)C)[C@H](C(C)C)C1	32.9%[activator]
FC(F)(F)c1cccc(C2=NOC3(CCCN(Cc4ccccn4)C3)C2)c1 (configuration not stated)	3.1%[6.33 µM]
CC(C)C[C@H](NC(=O)c1nccs1)C(=O)N1CCC[C@H]1C(=O)NCc1ccccc1	0.8%

The results go on:
SMILES	ALOX12 inh
CCOC(=O)C1=C(C)N=C2SC=C(CC(=O)NCC3CCCO3)N2C1c1ccc(C)cc1C (configuration not stated)	33.2%
COc1ccccc1C(=O)NCCn1ccn2nc(-c3ccc(C)cc3C)cc2c1=O	-0.5%
Cc1ccc(S(=O)(=O)Nc2ccc(C)n(CC(=O)NCc3ccccc3)c2=O)cc1	2.6%
CC(=O)Nc1ccc(NC(=O)Cn2cccc2-c2nc(-c3ccc(F)cc3)no2)cc1	2.8%
COc1ccc(NC(=O)O[C@@H]2C=C[C@H](c3c(C)nn(-c4ccc(F)cc4)c3C)C2)cc1	27.7%[176 µM]
CCCCN1CC(COc2ccc(OC)cc2)OCCS1(=O)=O (configuration not stated)	9.0%
O=C(Cn1c(=O)oc2ccccc21)N1CCCC(Cc2noc(-c3ccncc3)n2)C1 (configuration not stated)	16.5%
O=S(=O)(NCCc1noc(-c2ccccc2)n1)c1ccc(Cl)cc1	?
O=C(c1ccccc1F)N1CCC2(CC1)CC(N(Cc1ccccc1)C1CC1)CCO2 (configuration not stated)	19.4%
COc1ccc(N2C(=O)CSC23CCN(C(=O)c2cccc(OC)c2)CC3)cc1	0.0%
N#Cc1ccc(C(=O)Nc2ccc([C@@H](O)[C@H]3COCC(=O)N3)cc2)cc1	80.6%[activator][176 µM]
COc1ccccc1CC(=O)N1CCN(C(=O)c2nnn3c2COC(c2ccc(C)cc2)C3)CC1 (configuration not stated)	-0.4%
O=C(NC1CCN(c2cc(-c3ccc(Cl)cc3)[nH]n2)C1)c1cccnc1 (configuration not stated)	37.8%[activator]
c1ccc(-c2ccnc(NCC3OCCc4ccccc43)n2)nc1 (configuration not stated)	107.0%[activator]
Cc1ncncc1C(=O)N1CCCC(c2nnc(Cn3cccn3)n2C)C1 (configuration not stated)	1.1%
CS(=O)(=O)NC1CCCN(c2cc(N3CCCC3)ncn2)C1 (configuration not stated)	3.4%
CCCCNC(=O)N[C@H]1CC[C@@]23CCCN2C(=O)CCC[C@H]3[C@H]1C	12.5%
Cc1ccc(CN[C@@H]2CO[C@H](CNC(=O)C3CCCC3)[C@H]2O)cc1	-20.9%[176 µM]
Cn1ncc2c(C(=O)NCCc3ccc(Cl)cc3)cc(-c3ccc([S+](C)(=O)[O-])cc3)nc21	?
COc1ccc(CN2CCOc3ccc(C(=O)NCc4ccc(C)cc4)cc3C2)c(OC)c1	0.5%
COc1ccccc1-n1nc(-c2c(C)nc3scc(CC(=O)NCc4ccccc4)n3c2=O)cc1C	53.3%[activator]
COCc1nc(C2CCCN(C(=O)Nc3cc(C)ccc3C)C2)no1 (configuration not stated)	4.6%
O=c1ccc2cc(S(=O)(=O)N3CCC4(CCCNC4)C3)ccc2o1 (configuration not stated)	44.2%[activator]
O=S1(=O)CCC(S(=O)(=O)NC2CCCCC2)C1 (configuration not stated)	16.9%
O=C(c1ccccc1Cl)N1CCCCC12Cc1ccccc1NC2=O (configuration not stated)	30.9%[activator]

Rewritten with each value named: 2 of the compounds above.
Molecule: CS(=O)(=O)NC1CCCN(c2cc(N3CCCC3)ncn2)C1 (configuration not stated)
  ALOX12 inh = 3.4%
Molecule: CCCCNC(=O)N[C@H]1CC[C@@]23CCCN2C(=O)CCC[C@H]3[C@H]1C
  ALOX12 inh = 12.5%

(listing goes on)
SMILES	ALOX12 inh
Cc1cc(O)cc(=O)n1-c1cc(F)c(F)c(F)c1	1.6%
CN1C(=O)C2(CCN(C(=O)c3ccccc3F)C2)c2ccccc21 (configuration not stated)	66.3%[activator][176 µM]
O=C(c1ccc(C2CCCN2)s1)N1CCc2nc[nH]c2C1 (configuration not stated)	94.0%[activator]
CCc1cccc(C)c1NC(=O)CN1C=C(C(=O)OC)C(C)=NS1(=O)=O	-10.6%
O=C(c1ccccc1)N1CCC(N2C(=O)C(O)C23CCCCC3)CC1 (configuration not stated)	39.1%[activator]
Cn1ccnc1C(=O)N1CCC2(CC1)CN(c1ncccn1)CC2CO (configuration not stated)	-0.5%
Oc1ccc(-c2nc(C3CC3)nc3c2CN(Cc2ccc(OC(F)(F)F)cc2)CC3)cc1	?
COc1cc(NC(=O)Nc2nc3c(s2)C[C@]2(C)CC[C@@H]4[C@H](OC(=O)[C@H]4C)[C@H]2[C@@H]3C)cc(OC)c1	-47.6%
O=C1CC(c2ccccc2)N(Cc2ccc(F)c(F)c2)CCCCCN1 (configuration not stated)	5.6%
COc1ccc(CN2C[C@@H](CO)[C@H](c3nc(C)no3)C2)cc1OC	33.0%[activator]
COC(=O)[C@H]1[C@H](CO)[C@H]2Cn3c(ccc(Br)c3=O)[C@H]2N1Cc1ccc2c(c1)OCO2	?
CC(C)(C)n1ccc(C(=O)NC2CC(c3nnc(CO)n3C3CC3)C2)c1 (configuration not stated)	-31.5%
Cc1cccc(NC(=O)C2CC(=O)N(c3n[nH]c4cc(Br)ccc34)C2)c1 (configuration not stated)	9.9%
COc1ccc(-c2cc(N3CCC(NC(=O)c4cc(F)ccc4Cl)C3)n[nH]2)cc1 (configuration not stated)	34.0%[activator]
COc1ccc(OC)c(C(=O)N2CCOc3ccc(C(C)(O)CN(C)C)cc3C2)c1 (configuration not stated)	3.9%
CN(Cc1cccnc1)C(=O)C1C2C(=O)N(c3ccc(CCO)cc3)C[C@@]23C=C[C@@H]1O3 (some centres not stated)	35.0%[activator]
O=C(NCC1CCC2(CCN(Cc3cc4ccccc4o3)CC2)O1)c1ccccc1 (configuration not stated)	4.8%
COc1ccc(Cn2c3c(c(=O)n2Cc2ccccc2)CCN(Cc2cccnc2)C3)cc1	8.1%
Cc1cc(NC(=O)c2ccc3c(c2)N(C)C2CCCN2C3=O)ccc1Br (configuration not stated)	?
COc1ccc2[nH]cc(CCNC(=O)C3(Cc4cccnc4)CCCCC(=O)N3)c2c1 (configuration not stated)	9.1%
CC1CCCN(C(=O)Nc2ccc([N+](=O)[O-])cc2)C1 (configuration not stated)	-7.1%
O=C1CCN(S(=O)(=O)c2ccccc2)CCCN(S(=O)(=O)c2ccc3c(c2)CCC3)CCN1	?
O=C(CN1C(=O)NC(c2ccccc2Cl)C2=C1COC2=O)NCc1ccc(F)cc1 (configuration not stated)	0.8%
CN(C)C[C@@H]1CN(Cc2ccccc2)C[C@H]1NC(=O)c1ccnn1C	39.8%[activator]
CC(C)(C)CC(=O)N1CCC(O)(c2csc(CN3CCc4ccccc4C3)n2)CC1	59.5%[activator][176 µM]
CCOC(=O)C1=CN(CC(=O)N(C)c2ccccc2)S(=O)(=O)N=C1C	9.6%
COc1ccc(CN2CCc3nc(C(=O)NCCOc4ccccc4)oc3CC2)cn1	-27.3%[176 µM]
OC[C@@H]1CNC[C@H]1C1CCN(Cc2ccc(F)c(Br)c2)CC1	55.5%[activator]
O=C(c1cnc[nH]1)N1C[C@@H](COc2cccnc2)[C@H](c2ccccn2)C1	14.1%
Cn1ccnc1CN1C[C@@H](F)[C@@H](OCc2nc3ccccc3n2C)C1	115.1%[activator][176 µM]

Screening results (PubChem)
